Screens from PubChem BioAssay.
PGC1a acetyl inh: inhibitors of PGC1a acetylation signal, primary screen, cell-based, U2OS, AlphaScreen, inhibitor mode; AlphaScreen anti-acetyl-lysine; with virally co-expressed GCN5 acetyltransferase; inhibition, % at 15.6 µM; 350,000 compounds, 0.17% hits; AID 651687, 2012;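 active means every replicate shows inhibition of at least 40%; inconclusive means mean inhibition at least 40% but some replicate below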;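 further: 0% = neutral control wells and 100% = positive control wells; some results beyond the cut were filed as inactive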
PAX8 inh HTS: inhibitors of PAX8-driven TPO luciferase reporter, primary screen, RMG-I cells, single concentration. SteadyGlo, 24 h. inhibition, % at 12.6 µM. 360,000 compounds, 1.2% hits;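 active means mean replicate inhibition at least 60% with every replicate also reaching 60%; inconclusive means only one of the two criteria is met; inactive means mean below 60% and not all replicates reaching 60%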;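 further: luciferase light reporting Pax8 driven TPO promoter activity; plate controls were median of neutral control wells for no effect and mitoxantrone controls for full effect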
FN deposit inh: inhibitors of fibronectin matrix deposition, primary screen, AH1F cells, Alexa488-fibronectin fluorescence, plate reader; AH1F fibroblasts, overnight; inhibition, % at 12.6 µM; 350,000 compounds, 0.086% hits;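 active means mean inhibition across replicates of 30% or more, regardless of how many single replicates reach that level; inconclusive means mean under 30% yet at least half of replicates reach 30%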;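 further: positive control wells lacked labelled fibronectin entirely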
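material = AH1F fibroblast monolayer depositing Alexa488-labelled fibronectin into matrix | amount = 10000 AH1F cells/well | buffer or medium = DMEM plus 2% serum, read in PBS | incubation = 1 h cell adhesion before compound, then overnight fibronectin incubation | detection = fluorescence at 485 nm excitation, 525 nm emission | evaluation = percent inhibition as loss of matrix-bound fibronectin fluorescence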
ERAP1 HTS inh: human ERAP1 aminopeptidase inhibitors, primary screen, biochemical, single point, plate reader | Endoplasmic reticulum aminopeptidase 1 (Homo sapiens), Q9NZ08 | recombinant ERAP1, Leu-AMC fluorescence, 60 min | inhibition, % at 10.7 µM | 340,000 compounds, 0.15% hits;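 active means mean replicate inhibition of at least 30%, or all replicates individually reaching that 30% level; inactive means mean below 30% and not every replicate reaching it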;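 further: 0% = neutral control wells and 100% = L-leucinethiol positive control wells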
EWS-Fli inh: EWS/Fli-driven NR0B1 reporter inhibitors, primary screen, A673 cells, NR0B1 luciferase, luminescence, MLPCN library; viability-normalised; inhibition, % at 12.6 µM; 350,000 compounds, 0.67% hits;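 active means mean inhibition of at least 50% after viability correction, with every replicate also passing that limit; inconclusive means mean reaches 50% but only one of two replicates passes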;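 further: firefly luciferase signal divided by Alamar Blue viability fluorescence both relative to DMSO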
LGR2 antag: inhibitors of bursicon-induced LGR2 CRE-luciferase signal, primary screen, cell-based, HEK293, CRE-luciferase reporter, bursicon stimulation | Drosophila bursicon receptor LGR2 (rickets) | bursicon-stimulated, 4 h | inhibition, % at 9.99 µM | 380,000 compounds, 0.35% hits | AID 720647, 2013;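 active means drop in luminescence signal, shown as inhibition above about 50% in the replicate tests, limit read from the data, passing the limit was not always enough; inconclusive means probably only some replicates passing the limit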;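 further: agonist challenge used bursicon conditioned medium at about half maximal strength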
S100A4 inh HTS: inhibitors of S100A4-myosin IIA peptide binding, primary screen, biochemical, fluorescence polarization, TAMRA-MyoIIA peptide | inhibition, % at 10.7 µM | 360,000 compounds, 0.14% hits;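 active means mean inhibition of at least 70% across replicates, with every replicate also reaching that level; inconclusive means mean inhibition reaches 70% but some replicates fall short; inactive means mean inhibition below 70%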
Target sequence (P26447 whole entry, looked up): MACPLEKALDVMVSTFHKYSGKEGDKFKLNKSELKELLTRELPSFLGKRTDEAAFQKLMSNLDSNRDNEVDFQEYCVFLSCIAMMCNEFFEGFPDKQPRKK
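Material: S100A4 monomer protein / Buffer or medium: 50 mM HEPES pH 7.2, 10 mM CaCl2, 100 mM KCl / Times: 5 min incubation before reading / Benchmarks: neutral control DMSO, positive control TFP / Reagent: labelled myosin peptide probe, 5 nM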
PglD DTNB: C. jejuni PglD acetyltransferase inhibitors, primary screen, biochemical, DTNB colorimetric, single point. UDP-N-acetylbacillosamine N-acetyltransferase PglD (Campylobacter jejuni). purified PglD enzyme, DTNB colorimetric CoA detection. inhibition, % at 12.5 µM. 360,000 compounds, 0.098% hits. AID 602405, 2012; in the data active means inhibition above about 16%, passing the limit was not always enough; inconclusive means no clear call, values can overlap the other calls; further: strong numbers were not always called active
* = called active by the depositor; ? = inconclusive; / = no result given; & = joins results of further samples.

The line under a structure holds: EWS-Fli inh	PGC1a acetyl inh	PglD DTNB	FN deposit inh	PAX8 inh HTS	LGR2 antag	ERAP1 HTS inh	S100A4 inh HTS
1: COc1ccccc1CN1C[C@@H]2N[C@H](C1)C2c1ccc(-c2ccccc2OC)cc1 (stereo partly specified)
 : -17&-7	-28&-70	/	0&2	51&19	16&-13	-1&0	-34&1
2: CCCNC(=O)COC(=O)c1ccccc1C(=O)N(C)C1CCCCC1
 : -6	-6	/	-19	23	-19	2	0
3: O=c1[nH]c(CN2CCN(c3ccccn3)CC2)nc2c(Br)cc(Br)cc12
 : -5	4	1	1	5	-7	1	-16
4: O=C1CC2(CCOCC2)Oc2ccc3ccccc3c21
 : -4	-1	6	5	-7	-7	-1	1
5: C[C@@H]1CCCCO[C@@H](CN(C)C(=O)Nc2ccc(F)cc2)[C@H](C)CN([C@@H](C)CO)C(=O)c2cc(NC(=O)Nc3ccc(C(F)(F)F)cc3)ccc2O1
 : 2	0	-1	/	78*	5	-6	-29
6: COC(=O)C(C)Sc1ccc2nnc(-c3cccc(F)c3)n2n1 (stereo unspecified)
 : 15	5	0	-13	6	/	2	14
7: Cc1ccc(C(=O)NCCN2CCOCC2)cc1S(=O)(=O)N1CCCCC1
 : -2	/	-5	/	-10	13	3	14
8: Cn1cnc(S(=O)(=O)Nc2ccc3c(c2)OCCO3)c1
 : -6	34	-1	2	-3	6	3	-1
9: Fc1cccc(Cl)c1CSc1ccc(-c2ccco2)nn1
 : -62	/	/	-5	-139	-27	0	-4
10: C[C@@H]1CN([C@H](C)CO)C(=O)c2cc(NC(=O)Nc3ccccc3)ccc2O[C@@H]1CN(C)S(=O)(=O)c1ccccc1
 : 1	1	0	/	-29	9	-1	15
11: CCS(=O)(=O)N1Cc2ccccc2CC1C(=O)Nc1ncc(C)s1 (stereo unspecified)
 : -95	/	/	-9	-13	-83	0	3
12: CCCc1cc(=O)[nH]c(SCC(=O)c2ccc3c(c2)NC(=O)CO3)n1
 : -3	5	-10	5	4	-16	/	-2
13: O=C(NNC1=NCCCCC1)Nc1ccc(Cl)cc1
 : -13	/	/	-6	-10	1	3	6
14: C[C@@H]1CN([C@@H](C)CO)C(=O)c2cc(NC(=O)Nc3cccc4ccccc34)ccc2O[C@H]1CN(C)Cc1ccc(C(F)(F)F)cc1
 : -14	-6	-4	-5	/	-10	2	0
15: Clc1ccc(Oc2nc3c(Cl)cccc3s2)cc1Cl
 : -24	6	4	-5	0	-19	/	-3
16: CCC(=O)N[C@H]1C=C[C@@H](CC(=O)NCc2ccc(OC)cc2)O[C@H]1CO
 : 2	4	1	2	-6	20	1	5
17: CNC[C@H]1Oc2c(NS(=O)(=O)c3c(C)noc3C)cccc2C(=O)N([C@@H](C)CO)C[C@H]1C
 : 4	11	2	-5	/	15	6	17
18: CC[C@]12c3[nH]c4ccc(OC)cc4c3CCN1C(=O)C(CC(=O)NCc1ccco1)C[C@@H]2C(=O)N1CCN(C(=O)c2ccco2)CC1 (stereo partly specified)
 : -6	/	4	-7	-10	15	3	3
19: C[C@@H]1CN([C@@H](C)CO)C(=O)c2cccc(NC(=O)Nc3ccccc3)c2O[C@H]1CN(C)Cc1ccc(Oc2ccccc2)cc1
 : 5	-2	1	/	-10	/	0	-4
20: C[C@@H]1CN([C@H](C)CO)C(=O)c2cc(NS(=O)(=O)c3ccc(Cl)cc3)ccc2O[C@@H]1CN(C)Cc1ccc(Oc2ccccc2)cc1
 : 7	2	0	/	/	-10	-3	30
21: CCOC(=O)N/N=C/C(Cl)=C/c1ccccc1
 : -59	3	0	5	-113	-50	2	-4
22: Cc1ccc(C)c(NS(=O)(=O)c2c(C)nn(C)c2C)c1
 : /	9	3	1	-2	/	/	/
23: COc1ccc(C(=S)N2CCOCC2)cc1OC(=O)c1ccccc1Cl
 : 4	8	4	-1	-4	2	0	0
24: Cc1cc2cc(CNC(=O)COc3ccccc3)ccc2n1C
 : 3	3	3	4	12	4	0	41
25: CSCCC(NC(=O)c1ccccc1Br)C(=O)NC(C)CCc1ccccc1 (stereo unspecified)
 : /	8	7	/	10	15	-4	-6
26: CCOC(=O)c1ccc(CNC(=O)c2cc(COc3ccccc3SC)on2)o1
 : -45	/	-4	-15	-142	-83	3	-2
27: O=C(N[C@H]1CC[C@H](CCNS(=O)(=O)c2ccccc2Cl)O[C@H]1CO)c1ccc(F)cc1
 : 1	-19	1	-7	15	-24	-1	1
28: COc1cc(C(=O)N2CC(C)OC(C)C2)c([N+](=O)[O-])cc1OC (stereo unspecified)
 : -9	4	0	/	/	4	5	0
29: COCCn1c(SCCN2CCOCC2)nc2c1c(=O)[nH]c(=O)n2C
 : 2	4	1	3	-17	-4	13	-1
30: CCOC(=O)C1=C(CN2CCSCC2)NC(=O)NC1c1ccc2c(c1)OCO2 (stereo unspecified)
 : -3	0	-2	13	10	-2	/	-4
31: CC(=O)N1[C@@H]2c3ccc(-c4ccccc4)c(=O)n3C[C@@H]2[C@@H](CO)[C@@H]1C(=O)N1CCCCC1
 : -2	/	-1	/	/	-3	-4	11
32: Cc1nn(C)cc1NC(=O)C[C@H]1CC[C@H]2[C@H](COc3ccc(NC(=O)C4CCOCC4)cc3C(=O)N2C)O1
 : -2	/	-1	11	1	8	/	/
33: C[C@@H](NC(=O)C[C@@H]1C=C[C@@H](NS(=O)(=O)c2cccc(F)c2)[C@H](CO)O1)c1ccccc1
 : 6	-1	-2	1	4	-1	0	14
34: Cc1noc(C)c1NC(=O)NCC[C@H]1CC[C@H](NC(=O)Cc2cccnc2)[C@H](CO)O1
 : 4	-17	2	4	-13	-3	-1	13
35: OCCNCCOc1ccccc1-c1ccccc1
 : /	-2	-3	-7	-15	/	/	/
36: CCN1CCN(CC(O)COc2ccc3c(c2)CCC3)CC1 (stereo unspecified)
 : -5	/	/	-7	-1	0	-4	-3
37: Cc1cc2c(cc1C)N(C(=O)CCl)CCN2C(=O)CCl
 : -12	-3	-1	-2	-3	-10	-1	13
38: Cc1cc(C)n(C(=O)c2ccc(NC(=O)C3CC3)cc2)n1
 : 3	-4	-5	3	-26	20	5	60
39: COc1ccc(CC(=O)O/N=C(\N)Cc2ccc(OC)c(OC)c2)cc1
 : -1	-1	/	/	/	-11	-3	-3
40: COCCc1ccc(OC2(C)CCN(Cc3cccc(OC)c3OC)C2)cc1 (stereo unspecified)
 : -9	-12	3	-5	/	-10	4	-8
41: CCCOC(=O)c1ccc(Oc2cn[nH]c2-c2ccc(OCC)cc2O)cc1
 : /	10	-3	-4	12	/	/	/
42: COc1cc2c(cc1OC)C(Nc1ccccc1)=NC(C)(C)C2
 : -1	6	-2	3	12	-26	-1	-3
43: Cc1cc(C)cc(-n2ncc3c2CCCC3NC(=O)CCN2CCCC2=O)c1 (stereo unspecified)
 : /	/	1	4	-38	3	-4	-1
44: CNC(=O)c1nc(C)n(-c2ccc([N+](=O)[O-])cc2)n1
 : -4	3	/	3	17	-22	0	15
45: CSc1cccc(NC(=O)/C=C/c2ccco2)c1
 : -49	2	/	-1	2	-57	0	-6
46: CC(C)C#Cc1cnc2c(c1)C(=O)N([C@H](C)CO)C[C@H](C)[C@@H](CN(C)C(=O)CCN1CCCCC1)O2
 : -9	0	-1	4	/	-13	1	0
47: COc1cccc(-c2nc(S(=O)(=O)c3ccccc3)c(N3CCOCC3)o2)c1
 : 8	-2	-2	/	/	3	11	0
48: CCOc1ccc(-n2ccnc(SCC(=O)Nc3ccc(OC)cc3OC)c2=O)cc1
 : -2	/	/	3	27	-1	-2	-1
49: COc1ccc(CN(C)C[C@H]2OCCCC[C@@H](C)Oc3ccc(NS(=O)(=O)c4ccc(F)cc4)cc3C(=O)N([C@H](C)CO)C[C@H]2C)cc1
 : 10	-3	-3	-13	-7	-1	-2	?
50: COc1ccc(NC(=O)c2cccc3c(-c4ccc(O)c(OC)c4)coc23)cc1
 : -39	/	6	3	-5	-11	-2	-1
51: Cc1ccc(C(=O)N(Cc2sccc2C)C2CCS(=O)(=O)C2)cc1 (stereo unspecified)
 : /	-12	4	1	10	-5	-2	3

Of the compounds above, these have fluorine.
The line under a structure holds: EWS-Fli inh	PGC1a acetyl inh	PglD DTNB	FN deposit inh	PAX8 inh HTS	LGR2 antag	ERAP1 HTS inh	S100A4 inh HTS
5: C[C@@H]1CCCCO[C@@H](CN(C)C(=O)Nc2ccc(F)cc2)[C@H](C)CN([C@@H](C)CO)C(=O)c2cc(NC(=O)Nc3ccc(C(F)(F)F)cc3)ccc2O1
 : 2	0	-1	/	78*	5	-6	-29
6: COC(=O)C(C)Sc1ccc2nnc(-c3cccc(F)c3)n2n1 (stereo unspecified)
 : 15	5	0	-13	6	/	2	14
9: Fc1cccc(Cl)c1CSc1ccc(-c2ccco2)nn1
 : -62	/	/	-5	-139	-27	0	-4
14: C[C@@H]1CN([C@@H](C)CO)C(=O)c2cc(NC(=O)Nc3cccc4ccccc34)ccc2O[C@H]1CN(C)Cc1ccc(C(F)(F)F)cc1
 : -14	-6	-4	-5	/	-10	2	0
27: O=C(N[C@H]1CC[C@H](CCNS(=O)(=O)c2ccccc2Cl)O[C@H]1CO)c1ccc(F)cc1
 : 1	-19	1	-7	15	-24	-1	1
33: C[C@@H](NC(=O)C[C@@H]1C=C[C@@H](NS(=O)(=O)c2cccc(F)c2)[C@H](CO)O1)c1ccccc1
 : 6	-1	-2	1	4	-1	0	14
49: COc1ccc(CN(C)C[C@H]2OCCCC[C@@H](C)Oc3ccc(NS(=O)(=O)c4ccc(F)cc4)cc3C(=O)N([C@H](C)CO)C[C@H]2C)cc1
 : 10	-3	-3	-13	-7	-1	-2	?
